CAL PDZ FP-1 – inhibitors of human CAL PDZ peptide binding | actives 0.92% (n = 300,000) | purified CAL PDZ, TMR-peptide fluorescence polarization, 1 h | Q9HD26 | AID 602252 | inhibition, % at 24.9 µM;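 active = mean inhibition of at least 30% with at least half of replicates also reaching 30%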;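 also: 0% = DMSO neutral control and 100% = excess unlabeled competitor peptide PRC23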
DAGLB inhibitor – diacylglycerol lipase beta (human) inhibition | inhibition, % at 5.17 µM | actives 0.059% (n = 340,000) | Q8NCG7 | HEK293T DAGLB membrane lysate, EnzChek fluorogenic substrate | AID 504411; in the data active = inhibition above about 34%;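 also: 0% = enzyme with vehicle and 100% = wells lacking enzyme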
Cardiac RTF inh – cardiac RTF calcium desensitization | actives 0.12% (n = 340,000) | P19429+P45379 | IANBD-labeled cardiac RTF, Ca2+ fluorescence | inhibition, % at 7.15 µM;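 active = inhibition above the mean inhibition of all tested compounds plus 3 SD, cut at about 17% in these data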;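 also: assay run at fixed EC70 calcium of 1.6 mM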
NSD2 HMT inh – blocks human histone methyltransferase NSD2; O96028; AID 743445; actives 0.54% (n = 310,000); NSD2 peptide methylation, AlphaScreen, 120 min; inhibition, % at 12.5 µM; in the data active = inhibition above about 50%
V-ATPase pH – alters yeast V-ATPase proton transport; actives 0.37% (n = 350,000); response, % at 10 µM; S. cerevisiae, pHLuorin cytosolic pH fluorescence; AID 504577; in the data active = response mostly above about 7.3%, no sharp cut-off; inactive = mostly below about 5.4%; also: actives read high; inactives centre near 0; some compounds called inactive have numbers as strong as hits
Arrestin-AP2 inh – inhibitors of human beta-arrestin and AP2 interaction; FITC-arrestin peptide / GST-AP2 beads, flow cytometry; AP2 beta2 appendage carries R879A mutation; inhibition, % at 10 µM; actives 0.31% (n = 340,000); AID 504490;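 active = inhibition above a set limit, near 3 SD of compounds lacking own fluorescence, cut at about 54% in these data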;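 also: plate controls were DMSO wells for no effect and 5 µM unlabelled arrestin peptide for full effect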
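System: GST-AP2 R879A glutathione beads | Also added: FITC-arrestin peptide, 50 nM | Times: 12 min plus 1 h, RT | Signal: Bead flow cytometry, FITC channel | Buffer or medium: PBS with 0.05% Tween 20 and 0.1% BSA | Read-out basis: Percent drop in bead-associated FITC signal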
C-LANA FP – KSHV C-LANA DNA binding inhibition; MBP-C-LANA/FAM-LBS DNA binding, fluorescence polarization; actives 0.078% (n = 340,000); inhibition, % at 9 µM; AID 504423;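 active = highest replicate inhibition at or above 60% at 9 µM, even if other replicates fall short; inactive = all replicates below 60% inhibition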;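 also: 0% = neutral control wells and 100% = 4 µM acridine orange control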
CAL PDZ FP-2 – inhibitors of human CAL PDZ peptide binding | Q9HD26 | purified CAL PDZ, TMR-peptide fluorescence polarization, 1 h | inhibition, % at 20 µM | actives 0.02% (n = 330,000) | AID 504414;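 active = highest replicate inhibition of at least 40%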;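 also: plate controls were DMSO neutral control wells for no effect and unlabeled competitor peptide control wells for full effect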
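material = purified tagged CAL PDZ domain construct (CerCALP) | buffer or medium = sodium phosphate/NaCl buffer pH 7.4 with TCEP, IgG, Thesit | reagent = TMR-labelled reporter peptide T*-PRC34 bound in PDZ groove | incubation = 1 h room-temperature incubation prior to read | measured by = fluorescence polarization (mP) | evaluation = percent inhibition from loss of millipolarization | control set = unlabelled peptide and DMSO controls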
Keap1-Nrf2 PPI – disrupts human Keap1 binding to Nrf2 peptide; inhibition, % at 9.4 µM; actives 0.15% (n = 340,000); Keap1 Kelch-Nrf2 peptide fluorescence polarization, 1536-well; AID 504523; in the data active = inhibition above about 12%;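 also: human Keap1 Kelch domain with fluorescein labeled Nrf2 9mer peptide probe; 0% = neutral control wells and 100% = peptide positive control; higher means more block of Keap1 binding to Nrf2 peptide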
Pemphigus Ab inh – inhibitors of pemphigus antibody binding to human desmoglein-3; actives 0.48% (n = 310,000); DSG3-coupled beads, scFv-anti-DSG3-GFP binding, flow cytometry; hits give low values; binding (percent of control), % at 10 µM; P32926;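 active = binding more than 3 SD below its plate's average and above zero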;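 also: hits lower antibody fragment binding to DSG3; some compounds called inactive have numbers as strong as hits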
Target sequence (P32926 whole entry, looked up, the tested form may be a part): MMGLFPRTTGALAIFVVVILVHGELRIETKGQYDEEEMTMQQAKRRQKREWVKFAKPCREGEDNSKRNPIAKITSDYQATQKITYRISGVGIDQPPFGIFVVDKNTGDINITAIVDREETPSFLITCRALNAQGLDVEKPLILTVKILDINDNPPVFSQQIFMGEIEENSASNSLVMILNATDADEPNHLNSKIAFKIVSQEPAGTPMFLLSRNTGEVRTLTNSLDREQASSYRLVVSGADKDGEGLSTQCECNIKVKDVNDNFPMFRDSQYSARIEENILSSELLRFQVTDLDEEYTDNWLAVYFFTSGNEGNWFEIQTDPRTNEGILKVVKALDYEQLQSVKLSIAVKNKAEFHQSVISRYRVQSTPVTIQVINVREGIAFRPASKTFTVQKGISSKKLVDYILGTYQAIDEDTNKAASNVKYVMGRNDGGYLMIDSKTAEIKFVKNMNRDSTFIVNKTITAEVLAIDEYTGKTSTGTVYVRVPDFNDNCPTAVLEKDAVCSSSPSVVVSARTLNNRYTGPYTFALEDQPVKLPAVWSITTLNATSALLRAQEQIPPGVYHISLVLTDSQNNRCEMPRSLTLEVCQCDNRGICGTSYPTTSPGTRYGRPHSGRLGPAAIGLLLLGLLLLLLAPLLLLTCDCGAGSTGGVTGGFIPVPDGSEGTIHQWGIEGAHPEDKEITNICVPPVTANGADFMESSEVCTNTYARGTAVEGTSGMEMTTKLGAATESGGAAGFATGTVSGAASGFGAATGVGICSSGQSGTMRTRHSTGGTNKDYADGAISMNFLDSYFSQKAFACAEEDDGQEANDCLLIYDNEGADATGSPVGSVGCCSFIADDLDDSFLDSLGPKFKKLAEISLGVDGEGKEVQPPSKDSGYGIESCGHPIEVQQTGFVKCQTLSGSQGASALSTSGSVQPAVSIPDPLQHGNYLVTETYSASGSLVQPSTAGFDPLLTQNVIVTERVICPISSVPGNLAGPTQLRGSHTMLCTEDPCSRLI
Starred values were filed as active, the others as inactive; · = not tested or not shown; & = joins results of further samples. A portion of the library; rates above refer to the full screens.

SMILES	CAL PDZ FP-1	DAGLB inhibitor	Cardiac RTF inh	NSD2 HMT inh	V-ATPase pH	Arrestin-AP2 inh	C-LANA FP	CAL PDZ FP-2	Keap1-Nrf2 PPI	Pemphigus Ab inh
COc1ccc2ccccc2c1CN1CCN(Cc2ccccc2)CC1	1.7	-0.3	-1.2	19.8	-3.4	4.7	0.9	-0.6	0.1	97.4
COc1cccc(N=Nc2ccc3cccnc3c2O)c1	-4.5	26.0	-3.1	4.2	0.2	4.2	2.9	-0.6	-5.4	93.7
CC1=N/C(=C/c2cc(Br)cc(Br)c2O)C(=O)O1	·	-0.8	-6.2	2.6	-2.6	-17.0	-2.9	-2.7	-2.7	108.7
CCOc1ccccc1C(=O)NCC(=O)NCC(c1ccc(OC)cc1)N1CCOCC1 (centres undefined)	-3.2	-2.6	-2.1	2.4	-0.7	-5.0	1.8	-1.2	1.4	97.8
O[C@H]1c2ccccc2[C@H](Cc2cncs2)[C@@H]1Br	-3.9	2.7	-12.6	·	-0.2	5.6	2.2	-1.3	-4.7	106.6
CCOC(=O)C1=C(C)Nc2ccccc2S1	0.0	-2.6	-0.8	3.8	1.3	23.4	0.3	-0.2	3.4	·
Cc1cc(C(=O)N[C@@H](c2ccccc2)[C@]2(C)C[C@H]2[C@@H](C)C(=O)Nc2ccc3ccccc3c2)no1	-0.4	-2.2	-0.1	·	2.8	-3.7	-0.5	-1.0	-7.9	101.4
O=C(Nc1nnc(C2CC2)s1)c1cc([N+](=O)[O-])ccc1N1CCCCC1	-1.6	-0.1	-15.1	4.0	1.0	4.3	0.7	-0.4	-7.7	107.6
O=C(NC(=S)Nc1ccc(N2CCOCC2)c(Cl)c1)c1sc2ccccc2c1Cl	-0.6	-0.6	-12.2	2.1	4.8	4.3	0.8	-2.3	-6.7	85.9
O=C(Nc1nccs1)c1ccc(COc2c(F)c(F)cc(F)c2F)cc1	-4.5	-5.3	-4.5	-2.2	8.5	-0.5	-1.7	-4.6	-0.7	101.0
Cc1n[nH]c(=S)n1-c1ccc(Cl)cc1	2.8	-1.2	-4.8	-0.5	-1.8	-23.9	0.1	0.2	-7.0	104.5
O=C(CCNS(=O)(=O)c1ccc(Br)cc1)NCc1ccc(Cl)cc1	1.0	-3.5	2.3	2.4	-0.6	-6.7	0.6	-2.2	2.1	99.8
O=C(Nc1nnc(Cc2ccc(Cl)cc2)s1)C1CCCO1 (centres undefined)	-4.5	2.5	-11.1	-2.2	1.4	-0.4	-1.8	-1.6	-3.9	102.1
Cc1ccc(S(=O)(=O)n2nc(OC(=O)c3c(-c4ccccc4Cl)noc3C)cc2N)cc1	-7.7	0.8	0.6	·	0.7	20.4	-2.0	-1.9	0.4	95.5
COC(=O)CSc1nnc(-c2ccncc2)o1	-1.3	0.2	-3.1	0.0	-0.9	0.4	1.5	0.8	-5.8	101.2
COc1ccc(Cn2cc(CN3CCS(=O)(=O)N(Cc4ccc(-c5cccc(Cl)c5)cc4)C(C)C3=O)nn2)cc1 (centres undefined)	-4.3	-4.2	-0.8	·	-3.5	1.8	3.2	-1.2	-3.6	101.6
COc1cc(O)c(C(CC(=O)N2CCCCC2)c2ccc(N(C)C)cc2)c(OC)c1 (centres undefined)	0.4	2.8	-6.0	·	1.9	-3.2	0.6	0.5	3.5	111.8
O=C(/C=C/c1ccccc1[N+](=O)[O-])NNC(=O)c1ccncc1	1.6	-0.5	-1.1	1.5	-2.7	6.8	0.4	0.1	-1.8	102.0
CC(NCc1ccc(F)cc1)C(=O)NC1CCCCC1 (centres undefined)	-2.4	0.2	9.1	0.6	-0.8	6.7	1.4	1.1	-1.4	100.0
COC(=O)c1cn(NC(=O)c2ccc(OC)c(OC)c2)c(=O)c2ccccc12	-1.3	-1.0	8.7	29.3	-3.5	44.1	0.8	-0.3	3.6	98.2
COc1ccc(OC)c2sc(N3CCc4ccccc4C3)nc12	32.8*	-4.9	-7.9	·	-1.7	6.7	-1.6	-1.2	1.6	110.5
Cc1ccc(C(=O)N2CCN(c3ccccn3)CC2)cc1[N+](=O)[O-]	-0.4	-2.9	-12.0	-2.8	1.7	-8.4	-1.8	-1.5	-3.2	·
CN=Cc1cc(-c2ccccc2)sc1O	-2.2	0.5	-4.7	-2.2	2.4	3.1	0.3	-0.4	6.4	101.3
CC(C)CCNC(=O)CN1N=C(c2ccc(Cl)cc2)CCC1=O	-0.4	1.9	-1.1	-0.9	1.2	6.9	1.5	-1.0	1.0	104.6
Cc1cccc(/C=C2\Sc3ccc(C(=O)N4CCCCC4)cc3N(C)C2=O)c1	-7.1	-8.0	3.8	6.5	5.7	2.7	-1.0	-3.8	-7.4	102.3
CCc1ccccc1N1CC23C=CC(O2)C(C(=O)O)C3C1=O (centres undefined)	1.3	-2.2	-9.6	·	7.3	-0.4	-1.1	-0.3	-4.9	113.9
COC(=O)c1ccc(-n2c(C)cc(C(=O)COC(=O)CC3Sc4ccccc4NC3=O)c2C)cc1 (centres undefined)	-2.7	1.4	-5.9	-3.1	-4.6	-0.4	4.7	-0.6	-5.0	108.0
CCn1cc(/C=N\NC(=O)Cc2ccc(Cl)cc2)cn1	3.5	-3.3	1.0	-2.5	-2.1	8.3	-1.4	-1.3	-1.9	89.1
CN(Cc1cccs1)C(=O)COC(=O)CNC(N)=O	-1.0	3.7	-3.8	-1.6	-4.1	-13.8	-1.0	-11.8	-1.9	98.5
Cc1csc2nc(CNS(=O)(=O)c3cccnc3)cn12	-1.6	-2.4	-6.5	·	-1.1	6.8	1.2	-1.6	-0.5	86.6
COc1ccc(CCNC(=O)C2CC3Cn4c(nc5ccccc54)C3N2C)cc1 (centres undefined)	-0.9	-1.7	-1.6	·	-0.1	23.9	-3.6	1.4	-1.6	176.8
CCOc1ccc(C2C(=O)N(C3CCCCC3)CC(=O)N2CC2CCCO2)cc1OC (centres undefined)	·	1.0	1.2	3.5	-1.2	1.9	0.5	0.4	-4.4	104.4
OCCN1CCN(CC#CCn2c3ccccc3c3ccccc32)CC1	-10.5	1.1	-6.8	3.2	2.1	-1.5	1.2	·	-1.7	98.4
CC(=O)Nc1ccc2c(CSc3nncs3)cc(=O)oc2c1	5.8	-1.4	-4.1	1.0	-0.9	7.5	0.9	-0.2	-1.0	97.5
O=C1Nc2ccccc2SC1c1ccccc1 (centres undefined)	-2.5	1.4	-3.9	-1.8	-2.4	1.0	1.9	0.5	-2.5	102.8
O=C(NCc1ccccn1)C1CC(c2ccccc2Cl)=NO1 (centres undefined)	·	-0.2	-3.3	-5.2	-0.5	-16.4	-1.9	-0.4	0.5	98.9
O=C(CSc1ncnc2[nH]ncc12)Nc1nc(-c2ccc(F)c(F)c2)cs1	-3.7	-1.1	-7.1	3.3	1.8	16.5	-0.9	-2.2	-2.3	98.9
C[C@@H]1O[C@@H](Oc2c(-c3ccc(O)c(O)c3)oc3cc(O)cc(O)c3c2=O)[C@H](O)[C@H](O)[C@H]1O	-7.3&-6.3	3.7&1.3	5.7&0.5	·	0.0&1.8	-5.7&-3.7	3.3&5.8	-2.6&-1.9	-4.1&-0.8	101.0&99.8
CC(=O)c1cccc(NC(=O)c2ccc([N+](=O)[O-])o2)c1	-3.6	1.2	-0.9	-3.1	4.2	5.8	-1.3	0.6	-4.0	·
CCn1c(SCC(=O)Nc2ccc(S(N)(=O)=O)cc2)nnc1-c1ccccc1OC	-6.0	-0.8	5.9	3.6	-0.1	-5.6	0.1	-0.3	-1.3	94.4
Cc1cc(C)n2c3c(c(C#N)c2n1)CC(C)(C)OC3	·	-2.2	-6.1	-1.1	-0.5	15.7	2.5	-1.1	-2.6	101.5
COc1ccc(N/N=C(/C#N)S(=O)(=O)C(C)(C)C)cc1	-0.1	2.2	-6.8	-8.3	2.9	-0.6	-0.2	-1.6	-6.5	113.6
COc1ccc(Cl)cc1NC(=O)CCNC(=O)OCc1ccccc1	-0.1	-3.1	-2.0	-0.7	1.2	-6.4	-1.0	-2.7	-2.3	89.7
Cc1cccc(NC(=O)CN2CCN(C(=O)CNC(=O)Cc3cccc4ccccc34)CC2)c1C	-3.2	-0.8	-2.8	·	1.0	-5.1	-2.9	-0.6	-1.5	104.5
O=C(CSc1nnc(NC(=O)c2cccc(F)c2)s1)NCC1CCCO1 (centres undefined)	-2.5	1.6	-1.1	-1.8	6.0	-3.3	0.3	-2.3	-0.6	99.2
CCC(CC)C(=O)N(CCc1ccc(OC)cc1)Cc1nc2ccccc2c(=O)[nH]1	-4.2	0.8	-3.0	1.1	1.1	1.8	-1.0	-1.2	-1.6	100.3
CN(Cc1cnc2nc(N)nc(N)c2n1)c1ccc(C(=O)NC(CCC(=O)O)C(=O)O)c2ccccc12 (centres undefined)	-6.2	-0.9	-4.6	1.0	1.0	-2.8	1.7	-1.5	-3.6	110.1
CC(=O)c1ccc(NC(=S)N(CCCN(C)C)Cc2ccccc2)cc1	57.7*	0.8	8.9	25.7	0.1	-8.2	-0.2	0.4	-0.7	79.6
O=C(Cn1cnc2ccccc21)N/N=C/c1ccc([N+](=O)[O-])cc1	2.0	0.8	3.3	-0.8	-5.9	-6.2	-1.3	-0.2	-3.7	118.1
Cc1ccc(S(=O)(=O)N(C)c2c(C)ccc(S(=O)(=O)NC(C)(C)C)c2C)cc1	5.6	·	·	1.3	-2.1	-3.7	0.2	-0.3	3.3	104.1
O=C(COC(=O)/C=C/c1cccc(Br)c1)NCCc1ccccc1	-2.4	-1.4	-9.8	-3.5	-1.0	30.0	0.9	-4.9	-5.1	103.9
COc1cccc(NC(=S)NNC(=O)c2c([N+](=O)[O-])c(C)nn2C)c1	-3.1	2.2	-4.5	37.2	-7.0	12.4	-1.4	·	-1.8	96.1
CCOC(=O)c1cnc2c(-c3ccccc3)c(C)nn2c1N	-2.0	-3.9	-8.4	4.2	2.2	17.7	0.9	-0.2	0.1	99.3
CCN(C[C@H]1N[C@@](C)(C(=O)OC)[C@H]2C(=O)N(Cc3ccccc3)C(=O)[C@@H]12)C(=O)c1ccc(F)cc1	-3.4	-2.6	-7.5	·	-0.6	-12.1	2.8	-0.3	-3.3	92.9

Whole records from above. Screens in order: CAL PDZ FP-1 | DAGLB inhibitor | Cardiac RTF inh | NSD2 HMT inh | V-ATPase pH | Arrestin-AP2 inh | C-LANA FP | CAL PDZ FP-2 | Keap1-Nrf2 PPI | Pemphigus Ab inh
Results for COc1cccc(NC(=S)NNC(=O)c2c([N+](=O)[O-])c(C)nn2C)c1 → -3.1 | 2.2 | -4.5 | 37.2 | -7.0 | 12.4 | -1.4 | · | -1.8 | 96.1
Results for CN(Cc1cnc2nc(N)nc(N)c2n1)c1ccc(C(=O)NC(CCC(=O)O)C(=O)O)c2ccccc12 (centres undefined) → -6.2 | -0.9 | -4.6 | 1.0 | 1.0 | -2.8 | 1.7 | -1.5 | -3.6 | 110.1
Results for CCOC(=O)c1cnc2c(-c3ccccc3)c(C)nn2c1N → -2.0 | -3.9 | -8.4 | 4.2 | 2.2 | 17.7 | 0.9 | -0.2 | 0.1 | 99.3
